# Screens (PubChem BioAssay)
# Exocytosis inh: LAMP-1 surface exposure blockers, TALL-104 cells – cell-based, flow cytometry, MLPCN library, primary screen. TALL-104 LAMP-1 surface exposure; cells stimulated with thapsigargin and PMA. inhibition, % at 10 µM. actives 0.66% (n = 360,000). AID 651702, 2012;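 active = inhibition above about 55%, limit read from the data; inconclusive = no clear call, values can overlap the other calls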
# N-glyco inh: increase of ERlucT glycosylation luciferase signal, primary screen, N-linked glycosylation inhibitor project, D54 ERlucT cells, luminescence, set 2; D54 ERlucT glycosylation luciferase reporter, 24 h; percent of 100 nM tunicamycin response; reporter increase, % at 12.5 µM; actives 0.23% (n = 360,000);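 active = mean luciferase reporter signal, scaled so untreated is 0 and the glycosylation-blocking control 100, at or above a set limit in every replicate; inconclusive = mean reaches the limit but not every replicate does; inactive = mean below the limit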;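 note: luciferase carries N-glycosylation sites so blocking glycosylation raises the light; 0% = median of neutral control wells and 100% = median of 100 nM tunicamycin wells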
# aDG glyco act: activators of alpha-DG glycosylation, primary screen, uHTS, Pro5-aDG cells, AlphaScreen; AID 624168, 2012; alpha-DG glycosylation AlphaScreen (IIH6); 0% Pro5, 100% B10-LARGE cell signal; actives 0.22% (n = 360,000); activation, % at 10 µM;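 active = activation of at least 8% versus controls, or a plate z-score of at least 8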;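 note: Pro5 are CHO cells carrying HIG-tagged alpha-DG that lacks glycosylation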
# PDI inh: inhibitors of human PDI, primary screen, biochemical, turbidity, single point, plate reader; Protein disulfide-isomerase (Homo sapiens), P07237; PDI insulin aggregation turbidity, A650, 90 min; inhibition, % at 10 µM; actives 0.052% (n = 350,000);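 active = mean inhibition across replicates of 30% or more, whatever share of single replicates reach that level; inconclusive = mean inhibition below 30% while every single replicate reaches 30%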;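 note: absorbance from insulin aggregation driven by PDI reduction with DTT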
# Target sequence (P07237 whole entry, looked up): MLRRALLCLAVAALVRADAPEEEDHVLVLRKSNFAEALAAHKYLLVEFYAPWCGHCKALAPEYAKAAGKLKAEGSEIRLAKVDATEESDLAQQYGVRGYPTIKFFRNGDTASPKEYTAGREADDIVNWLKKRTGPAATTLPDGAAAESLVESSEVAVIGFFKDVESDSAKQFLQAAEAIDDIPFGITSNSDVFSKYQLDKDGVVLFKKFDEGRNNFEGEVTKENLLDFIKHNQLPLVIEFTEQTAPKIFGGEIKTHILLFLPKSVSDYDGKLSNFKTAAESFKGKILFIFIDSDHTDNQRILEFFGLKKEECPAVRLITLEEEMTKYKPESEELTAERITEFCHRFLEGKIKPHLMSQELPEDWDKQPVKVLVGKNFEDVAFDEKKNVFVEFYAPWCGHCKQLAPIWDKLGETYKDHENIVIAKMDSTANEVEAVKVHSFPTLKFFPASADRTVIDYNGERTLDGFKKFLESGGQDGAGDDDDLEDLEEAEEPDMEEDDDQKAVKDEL
# ABCB6 inh MLPCN: ABCB6 transporter inhibitors, primary screen, K562-ABCB6 cells, flow cytometry, MLPCN library. AID 602162, 2011. actives 0.19% (n = 360,000). fluorescence ratio to DMSO, % at 10 µM. K562-ABCB6 porphyrin accumulation, 1 h; stronger effect = lower value. ATP-binding cassette sub-family B member 6 (Homo sapiens), Q9NP58;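 active = fluorescence ratio to DMSO below 75%, the collection mean minus 3 SD; inconclusive = too few cells collected in the well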;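 note: signal is porphyrin accumulated inside mitochondria; 100% equals median channel fluorescence of DMSO control wells; lower ratio means ABCB6 inhibition with less porphyrin fluorescence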
# Cardio protect: cardioprotection against H2O2-induced cell death, primary screen, uHTS, H9c2 cells, ATPLite luminescence | protection from H2O2 cell death, % at 20 µM | AID 588492, 2011 | H9c2 cardiomyocytes, H2O2 injury protection, 2 h | actives 0.63% (n = 360,000);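 active = compounds giving at least 50% protection of heart cells from peroxide-induced death in the single-dose screen, raw or plate-pattern-corrected value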;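 note: 0% = DMSO wells with peroxide and 100% = DMSO wells without peroxide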
# CaV13 FRET inh: Primary screen for inhibitors of IQ motif and Ca2+-dependent inactivation inhibitor domain binding in CACNA1D, Förster resonance energy transfer in living cells, …; inhibition, % at 12.3 µM; HEK cells, CFP/YFP FRET ICDI-IQ, plate reader, 10 min; percent FRET-ratio fall versus neutral wells; actives 0.098% (n = 340,000); AID 743397;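 active = mean replicate inhibition of at least 30% and at least 1% of replicates passing that level; inconclusive = only one of the two criteria is met; inactive = neither criterion is met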;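 note: 0% = median of the neutral control wells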
# iPSC survival up: enhancers of single-cell hiPSC survival, primary screen, ATPlite luminescence. 100% = ROCK inhibitor wells, 0% = DMSO. survival enhancement, % at 20 µM. actives 0.044% (n = 360,000). AID 602274, 2012; in the data active = survival enhancement above about 18%;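 note: cells exposed to compounds for 16 hours before the ATP read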
# Vif inh: HIV Vif self-association inhibitors, primary screen, imaging, HEK293T, single point; HEK293T cells, Vif self-association by quenched fluorescence, 24 h; inhibition, % at 7.49 µM; actives 0.35% (n = 340,000); in the data active = inhibition above about 50%, passing the limit was not always enough; inconclusive = no clear call, values can overlap the other calls; inactive = below about 31%; note: some results filed as inactive read as strong as hits
# HTR2A ag: mouse Htr2a agonists via beta-arrestin recruitment, primary screen, cell-based, luminescence; 5-hydroxytryptamine receptor 2A (Mus musculus), P35363; activation, % at 7.6 µM; actives 0.66% (n = 360,000); CHO-K1 mHTR2A beta-arrestin complementation; percent of 30 µM serotonin response;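 active = activation above a run cutoff, the mean activation of all tested compounds plus 3 SD, cut at about 14% in these data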;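 note: 0% = plate median of compound wells and 100% = 30 µM serotonin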
# Target sequence (P35363 whole entry, looked up): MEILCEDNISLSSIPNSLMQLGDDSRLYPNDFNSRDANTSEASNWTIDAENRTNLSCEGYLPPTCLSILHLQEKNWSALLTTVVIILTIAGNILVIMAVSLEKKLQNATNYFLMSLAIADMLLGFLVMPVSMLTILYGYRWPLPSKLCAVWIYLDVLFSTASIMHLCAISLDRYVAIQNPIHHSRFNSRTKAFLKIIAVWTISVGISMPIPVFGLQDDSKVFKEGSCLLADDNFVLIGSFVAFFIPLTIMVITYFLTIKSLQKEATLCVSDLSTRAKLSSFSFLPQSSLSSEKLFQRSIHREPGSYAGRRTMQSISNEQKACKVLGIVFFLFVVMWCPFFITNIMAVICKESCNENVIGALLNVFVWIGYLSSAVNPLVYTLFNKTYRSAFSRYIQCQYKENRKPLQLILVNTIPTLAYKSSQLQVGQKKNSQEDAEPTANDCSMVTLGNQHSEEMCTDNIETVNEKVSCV
# Active calls of the source: *; ? = inconclusive; / = no result given; & = joins results of further samples.
SMILES	Exocytosis inh	N-glyco inh	aDG glyco act	PDI inh	ABCB6 inh MLPCN	Cardio protect	CaV13 FRET inh	iPSC survival up	Vif inh	HTR2A ag
COC(=O)C1=C(C)NC(C)=C(C(=O)OCC(C)C)C1c1ccccc1[N+](=O)[O-] (configuration not stated)	68*	-3	0.2	-1	98	28	-4	-1.7	-12	7
CSCC[C@H](NC(=O)OC(C)(C)C)C(=O)N1CCC(C(=O)N[C@H](C(=O)O)C(C)C)CC1	-3	1	-0.1	6	84	1	-9	0.7	-1	3
COc1ccc(C(=O)NCc2nnc(SCC(=O)Nc3nc4ccc(C)cc4s3)o2)cc1OC	-2	2	-0.2	2	103	-7	-3	0.7	2	0
O=C(Nc1ccon1)c1csc2ccccc12	2	-2	-0.1	10	98	2	/	11	-4	1
O=C(OC(C(=O)NCc1ccccc1)c1ccccc1F)c1ccco1 (configuration not stated)	-4	1	-0.1	3	97	2	-4	-0.4	25	-4
O=C1c2ccccc2S(=O)(=O)c2cc(C(=O)N(c3ccccn3)c3ccccn3)ccc21	21	-1	0.1	-10	100	8	-7	-0.5	1	5
CNC(=S)NNc1ccccc1[N+](=O)[O-]	5	2	0.0	2	104	-3	2	0.8	-1	1
CCOCCCNC(=O)CN1C(=O)CSc2cc(S(=O)(=O)N3CCCCCC3)ccc21	-1	0	0.0	-1	99	-1	-7	-1.4	-3	0
COc1ccc(OCC(=O)Nc2cc(OC)ccc2N2CCCCC2)cc1	67*	-5	0.1	0	98	-17	-2	-0.5	13	-1
CN1CCc2c(sc3c2c(=O)n(-c2ccccc2)c2nnc(SCc4ccc(F)cc4)n32)C1	-1	2	0.0	2	98	-4	-1	-0.4	2	-3
COc1ccc(CNC(=O)[C@@H]2CC=C[C@@H]3CCN(Cc4ccc(Cl)c(Cl)c4)C(=O)[C@@H]32)cc1	0	-1	0.6	2	85	-5	-9	-1.9	-6	-2
O=C(NC1CCS(=O)(=O)C1)/C(=C/c1ccco1)NC(=O)c1ccccc1 (configuration not stated)	-2	1	-0.2	3	97	0	-7	1.2	-2	-1
CCCN1CCN(C(=O)Cn2cnc3ccc(S(=O)(=O)N4CCC(C)CC4)cc3c2=O)CC1	-2	-1	0.1	-1	101	-6	-5	-0.6	11	1
CCN(C(=O)COC(=O)c1ccc[nH]c1=O)c1cccc2ccccc12	-4	0	0.0	-4	95	3	-5	-1.4	8	-3
O=C(Nc1ccc2c(c1)CCO2)Nc1nnc([C@H]2C[C@H](O)[C@@H](CO)O2)s1	-1	2	-0.4	-3	104	2	-6	-2.3	/	-1
COc1ccccc1N1CCN(CCCN2CC(=O)N3CCCCC3C2=O)CC1 (configuration not stated)	0	3	0.0	-1	96	6	-4	-0.1	2	0
CC(=O)OC1CC[C@@]2(C)C(CCC3C2CC(=O)[C@@]2(C)C3CC3CC(C)=CC(=O)C32)C1 (some centres not stated)	-15	-2	0.0	-1	97	-2	-3	-0.7	-1	-1
COc1cccc(NC(=O)CCCn2c(=O)[nH]c3ccccc3c2=O)c1	-1	0	0.0	2	95	1	-8	-0.4	6	-1
COc1ccc(CC(=O)N/N=C/c2sccc2C)cc1	-4	-2	0.0	-8	111	-3	3	0.3	0	-5
CCOc1cc(C(=O)Nc2cc(C)on2)cc(OCC)c1OCC	-1	1	0.3	8	102	-1	-4	1.3	-5	4
Fc1cccc(CNC2CCN(CCc3ccccc3)CC2)c1	34	-1	0.0	2	97	10	-2	-0.6	11	0
N#CCSc1ccccc1NC(=O)CN1C(=O)C2CC=CCC2C1=O (configuration not stated)	0	0	-0.1	2	313	5	-6	0.8	-3	6
CN(C)S(=O)(=O)c1ccc(N2CCCC2)c(C(=O)Nc2ccc(F)cc2F)c1	1	-3	-0.2	2	100	-7	-2	-0.3	5	-2
Cc1ccc(N(CCC#N)C(=O)CSc2nnc3ccccn23)cc1	-3	2	0.1	-44	?	6	-14	4.5	1	1
Cc1ccc(S(=O)(=O)N2CCOCC2)cc1NC(=O)COC(=O)c1cc(=O)[nH]c2ccccc12	-2	0	-0.1	-1	97	11	-2	-0.2	-4	1
O=C(Nc1ccccc1)Nc1ccc(C(F)(F)F)cn1	-4	-1	0.0	12	100	-8	-6	-0.2	0	-1
NC(=O)c1cc(N2C(=O)C3CC=CCC3C2=O)ccc1N1CCCCC1 (configuration not stated)	0	0	0.0	3	103	4	-3	-0.7	-9	0
Cc1nnc(SCC2=C(C(=O)O)N3C(=O)[C@@H](NC(=O)Cn4cnnn4)[C@H]3SC2)s1	-1&3	3&0	0.0&0.1	-5	96&104	-2&5	/	-2.3&0.7	-8&-6	3&5
Nc1ncnc2c1ncn2[C@@H]1O[C@H](C(=O)N2CCCN(Cc3cccs3)CC2)[C@@H](O)[C@H]1O	-1	-1	-0.2	/	97	1	-6	3.1	-1	-1
COc1ccccc1OCCOc1ccc(/C=C2\C(=N)N3N=C(S(C)(=O)=O)SC3=NC2=O)cc1	-6	-1	0.0	-6	96	-5	-18	0.1	1	5
O=C(COC(=O)c1ccc(N2CCCC2=O)cc1)NCc1ccco1	-1	0	0.0	-11	86	3	-2	0.4	0	-1
COc1ccccc1N(CCC#N)C(=S)Nc1ccc(S(=O)(=O)N2CCOCC2)cc1	-2	2	-0.1	-17	100	0	-9	5.4	6	-4
CN1CCC(N(C)S(=O)(=O)c2ccc(NC(=O)COc3ccc([N+](=O)[O-])cc3)cc2)CC1	8	3	-0.1	3	97	0	-2	-0.6	0	-7
Cc1[nH][nH]c(=O)c1C(c1ccc(O)c([N+](=O)[O-])c1)c1c(C)[nH][nH]c1=O	-1	4	-0.1	-5	97	-2	-18	4.5	-1	-1
CCCC(=O)Nc1cc2c(cc1C(=O)c1ccccc1)OCCO2	-4	0	0.4	15	99	-6	/	-2.0	-4	-4
Cn1cc(/C=N/NC(=O)c2ccc(C#N)cc2F)c2ccccc21	-2	3	0.2	4	102	-1	5	2.4	-17	-3
CCCCc1ccc(NC(=S)Nc2cccnc2)cc1	4	0	1.2	16	93	-4	-1	-1.8	0	-3
COC(c1ccccc1)c1nnc(CCC(=O)NCc2ccc3ncccc3c2)o1 (configuration not stated)	2	0	-0.1	10	106	6	1	0.7	-1	2
CC(C)CC(NC(=O)/C(=C/c1ccco1)NC(=O)c1ccc(Br)o1)C(=O)O (configuration not stated)	-1	0	0.0	5	101	9	-2	-0.6	22	11
OC(C#CCN1CCCC1)c1ccccc1 (configuration not stated)	1	5	-0.1	5	93	1	-8	-1.2	-3	-1
Cc1ccc(S(=O)(=O)N[C@@H](Cc2ccccc2)C(=O)N2CCC(C(=O)N[C@H](C(=O)O)C(C)O)CC2)cc1 (some centres not stated)	-2	-1	0.0	-1	99	-4	-18	0.0	-8	4
CC(O)c1nc2ccccc2n1CCCCOc1ccccc1 (configuration not stated)	-3	0	0.6	0	92	1	-19	-0.4	-16	-6
CC1(C(=O)NS(=O)(=O)c2ccc(F)cc2F)CCN1C(=O)c1ccccc1CCc1ccccc1 (configuration not stated)	-3	1	0.1	1	104	-5	-5	-0.2	1	-6
Cc1ccc(/C=N/n2c(-c3ccccn3)n[nH]c2=S)o1	-2	0	0.0	11	99	-2	-2	-0.5	-7	2
O=C(O)CCCC(=O)N1CC(=O)Nc2ccccc21	-3	0	-0.2	0	102	4	-5	-3.3	/	-2
COc1ccc(CNC(=O)COC(=O)C2CC3C=CC2C3)cc1 (configuration not stated)	4	-1	-0.1	-2	106	9	-6	-1.2	1	8
Cc1ccc([N+](=O)[O-])cc1NC(=O)C1CCCC1	8	1	-0.1	2	96	6	-22	-0.4	9	0
CCN(CC)CCn1c(SCC(=O)Nc2ccc3c(c2)CCC3)nc2ccccc2c1=O	4	-2	4.1	-6	88	2	-6	-0.2	-2	-10
CC1CCC(Nc2nnnn2-c2ccccc2)CC1 (configuration not stated)	1	-3	0.1	-11	87	-9	/	-1.0	-8	-8
O=C(CCC(=O)N1CCOc2ccc(Cl)cc21)N1CCN(c2ccccn2)CC1	3	0	-0.2	/	96	-2	-5	2.0	/	-1
Cc1ccc(S(=O)(=O)N2CCCOC2CNC(=O)C(=O)NCCc2ccco2)cc1 (configuration not stated)	-5	1	-0.2	1	99	4	-11	2.6	4	5
CC(C)Cc1ccc(CN2CCCC(NC(=O)CCn3cnnn3)C2)cc1 (configuration not stated)	17	-1	2.0	-2	95	-13	-12	0.0	-3	0
Cc1noc(C)c1COc1cccc(C(=O)OC(C)C(=O)Nc2ccc3c(c2)OCO3)c1 (configuration not stated)	14	?	-0.2	-2	89	-9	-9	-1.3	-13	-4
CCn1cc(C(=O)O)c(=O)c2cnc(N3CCN(C(=S)Nc4ccccc4C(F)(F)F)CC3)nc21	-3	0	0.0	-6	96	-1	-2	-0.5	/	2
Cc1ccc(C)c2c1cc(C)c1nnc(SCc3ccccn3)n12	-1	-1	0.0	-3	101	7	/	5.2	-1	0
CCOc1ccccc1NC(=O)CCC(=O)Nc1nnc(C2CCCCC2)s1	-5	0	0.2	-5	97	-6	-14	-0.2	9	-1
CN(C)/C=N/c1ncc(C(=O)c2ccc(Cl)cc2Cl)s1	-2	1	-0.2	2	102	1	/	-0.7	3	-3
CCOc1ccc(OCCOCCN2CCc3ccccc3C2)cc1	0	0	0.1	5	98	-5	-5	1.4	1	-1
CC(=O)N1CCN(S(=O)(=O)c2cccc(C(=O)Nc3nc4ccccc4[nH]3)c2)CC1	2	0	-0.2	0	99	0	1	0.8	3	3
CCC(NC(=O)C1CCC1)c1ccccc1 (configuration not stated)	8	1	0.0	1	93	6	?	-1.1	0	10

# More structures follow:
SMILES	Exocytosis inh	N-glyco inh	aDG glyco act	PDI inh	ABCB6 inh MLPCN	Cardio protect	CaV13 FRET inh	iPSC survival up	Vif inh	HTR2A ag
C=CCn1c(CNC(=O)c2ccccc2C)nnc1SCC(=O)NC1CCCC1	-2	1	-0.1	1	93	3	-5	-0.4	-5	7
O=C(N/N=C/c1cccnc1)c1ccc(NC(=O)C(c2ccccc2)c2ccccc2)cc1	-8	-2	0.0	-20	104	23	-2	-0.3	-1	2
CC1CCCCC1NC(=O)COC(=O)c1ccc(S(=O)(=O)N2CCOCC2)cc1 (configuration not stated)	0	1	0.2	4	93	18	/	1.4	22	0
CN(C)CCNC(=O)c1onc(CSc2ccc(F)cc2)c1C(=O)NCCN(C)C	51	-1	0.5	-3	104	18	-5	6.8	-3	-6
